# GLP-1R agonist = qHTS of GLP-1 Receptor Agonists. Potency, µM (series often up to 45.6 µM), inactives show at the top dose activation, actives largely listed as activators. Glucagon-like peptide 1 receptor (Homo sapiens), P43220. HEK293 GLP-1R CRE-luciferase, luminescence, 4-6 h; cells express a hypersensitive GLP-1R form. hit rate 0.007% among 380,000; further: potency means the concentration at half of the fitted maximal effect; % of control where 0% means no effect
# PI5P4Ka inh = qHTS for Inhibitors of phosphatidylinositol 5-phosphate 4-kinase (PI5P4K); PI5P4Kalpha enzyme, ADP-Glo luminescence, 60 min; hits give low values; hit rate 1.2% among 330,000; max response, %; active means max response of -50% or lower; inconclusive means between -30% and -50%; inactive means -30% or higher; further: value at the top dose of about 77 µM; on the % scale 0 is the no-effect control and ±100 the full control effect
#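 Controls without substrate or without enzyme flank wells where PI5P4Kalpha converts substrate using 5 microM ATP (final). Incubation lasts 60 minutes at room temperature; ADP formed is read by ADP-Glo luminescence.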
# HEK293 tox = qHTS of GLP-1 Receptor Inverse Agonists: Cytotox Screen; HEK293 cAMP-luciferase reporter cells, luminescence, 24 h; Potency, µM (highest dose often 38.3 µM), inactives show at the top dose activity change, negative = inhibition, actives largely listed as inhibitors; hit rate 0.13% among 410,000; AID 624418, 2012;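 further: loss of luciferase light is scored as toxicity; potency means the concentration at half of the fitted maximal effect; on the % scale 0 is the no-effect control and ±100 the full control effect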
#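 Quantitative HTS format, 1536 wells, 200 cells/uL seeded. Compounds: 23 nL, 24 h, 37 °C. Detection: luciferase reagent, luminescence at 12 min RT; decreased signal taken as cytotoxic.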
# WRN helicase inh = qHTS for Inhibitors of WRN Helicase; WRN helicase unwinding, fluorescent forked duplex, kinetic; Potency, µM (series often up to 114 µM), for inactives: at the top dose activity change, negative = inhibition, hits mostly inhibitors; Bifunctional 3'-5' exonuclease/ATP-dependent helicase WRN (Homo sapiens), Q14191; hit rate 0.46% among 360,000; AID 651768, 2012; further: potency means the concentration at half of the fitted maximal effect; on the % scale 0 is the no-effect control and ±100 the full control effect; nearly all actives have a fitted effect of over 55% in size
#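 Kinetic fluorescence helicase assay: unwinding of a quenched forked DNA duplex (100 nM final) with 2 mM ATP final raises red fluorescence (525/598 nm). Compounds sat 15 min at room temperature with 20 nM WRN beforehand.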
# GLP1R inv ag = qHTS of GLP-1 Receptor Inverse Agonists (Inhibition Mode); hit rate 1.6% among 410,000; Potency, µM (titrated, usually from 38.3 µM), without a hit: at the highest dose activity change, negative = inhibition, actives largely listed as inhibitors; HEK293 GLP-1R CRE-luciferase, luminescence, 24 h; GLP-1R form is constitutively active; further: potency means the concentration at half of the fitted maximal effect; on the % scale 0 is the no-effect control and ±100 the full control effect; nearly all actives have a fitted effect of over 55% in size
#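 qHTS in 1536-well format: reporter HEK293 cells expressing constitutive GLP-1R activity in DMEM + 10% Nu serum, 24 hr with compounds at 37 deg C, luminescence read after 12 min with detection reagent.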
# IL2 activator = qHTS of IL-2 Activators. AID 652025, 2013. hit rate 0.065% among 360,000. activation, % (series mostly up to about 46 µM). IL-2 activation reporter assay, cell-based qHTS; stimulated with anti-CD3/CD4/CD28 beads; in transgenic mouse T cells; in the data active means activation above about 50%; inconclusive means mostly about 30% to 49%; further: 0% is about no effect
#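 Unstimulated transgenic mouse T cells preincubated 60 min with compound, then stimulated with anti-CD3/anti-CD4-coated beads plus anti-CD28 for 18 h at 37 degrees C. IL-2 response read as EGFP and DsRed fluorescence by plate cytometry.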
# DRD3 antagonist = qHTS of D3 Dopamine Receptor Antagonist: qHTS | D(3) dopamine receptor (Homo sapiens), P35462 | D3R cells, DiscoveRx beta-arrestin luminescence, antagonist mode; hits give low values | max response, negative = inhibition, % | hit rate 2.5% among 360,000; in the data active means max response below about -50%; inconclusive means no clear call, values can overlap the other calls; further: on the % scale 0 is the no-effect control and ±100 the full control effect; mostly tested at two doses, the higher about 12 µM
# Target sequence (P35462 whole entry, looked up): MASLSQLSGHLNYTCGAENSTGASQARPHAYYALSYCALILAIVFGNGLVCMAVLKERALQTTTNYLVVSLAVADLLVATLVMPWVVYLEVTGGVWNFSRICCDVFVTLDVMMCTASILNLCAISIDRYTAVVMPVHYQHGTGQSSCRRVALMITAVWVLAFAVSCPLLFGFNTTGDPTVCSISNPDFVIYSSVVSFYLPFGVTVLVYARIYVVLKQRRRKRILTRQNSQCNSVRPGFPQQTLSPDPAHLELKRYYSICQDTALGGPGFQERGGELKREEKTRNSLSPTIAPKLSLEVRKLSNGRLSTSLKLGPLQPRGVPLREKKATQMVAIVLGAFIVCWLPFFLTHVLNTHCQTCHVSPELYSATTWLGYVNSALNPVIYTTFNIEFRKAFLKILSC
#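 Cells plated overnight at 1500 cells/well, then exposed to library compounds with dopamine controls for 90 minutes at 37 degrees C. DiscoveRx reagent added for 30–60 minutes at room temperature; luminescence read, quantitative HTS format.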
# PLK1 PBD block = qHTS for Inhibitors of PLK1-PDB (polo-like kinase 1 - polo-box domain): Primary Screen | Serine/threonine-protein kinase PLK1 (Homo sapiens), P53350 | Plk1 PBD binding of FITC phosphopeptide, fluorescence polarization | Potency, µM, for inactives: max response, negative = inhibition, usual class: inhibitors | hit rate 2.8% among 360,000; further: potency means the concentration at half of the fitted maximal effect; series mostly up to about 57 µM; on the % scale 0 is the no-effect control and ±100 the full control effect; nearly all actives have a fitted effect of over 65% in size
# Target sequence (P53350 whole entry, looked up, the tested form may be a part): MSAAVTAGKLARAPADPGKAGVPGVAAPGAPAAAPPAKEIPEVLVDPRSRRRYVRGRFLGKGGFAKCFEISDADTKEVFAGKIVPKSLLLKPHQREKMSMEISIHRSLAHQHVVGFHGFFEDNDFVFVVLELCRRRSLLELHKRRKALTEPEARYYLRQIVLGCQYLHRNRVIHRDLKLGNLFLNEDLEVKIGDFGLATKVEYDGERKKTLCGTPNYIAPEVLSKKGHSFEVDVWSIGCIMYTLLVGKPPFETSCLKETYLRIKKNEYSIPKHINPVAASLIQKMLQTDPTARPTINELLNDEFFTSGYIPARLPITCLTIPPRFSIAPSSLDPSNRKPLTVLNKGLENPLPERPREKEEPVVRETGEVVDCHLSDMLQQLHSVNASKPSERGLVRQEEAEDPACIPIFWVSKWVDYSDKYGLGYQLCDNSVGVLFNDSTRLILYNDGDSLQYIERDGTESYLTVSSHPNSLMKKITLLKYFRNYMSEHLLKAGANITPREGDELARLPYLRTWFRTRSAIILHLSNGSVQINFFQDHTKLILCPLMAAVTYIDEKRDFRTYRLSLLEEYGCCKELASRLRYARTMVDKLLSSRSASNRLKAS
# D3 ag = qHTS of D3 Dopamine Receptor Agonist: qHTS; D(3) dopamine receptor (Homo sapiens), P35462; D3R DiscoveRx beta-arrestin cells, luminescence, 90 min; max activation, %; hit rate 0.58% among 410,000; AID 652048, 2013; in the data active means max activation above about 30%; further: 0% is about no effect; mostly tested at two doses, the higher about 12 µM
#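 Cells at 1500/well, incubated overnight, then treated with pinned compounds (dopamine as control) for 90 min at 37 degrees C. DiscoveRx reagent added for 30 - 60 minutes at room temperature; luminescence read.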
# * hit, by the source's call; ? = inconclusive; · = not tested or not shown; [ ] = remark or other dose. Unless noted, the call rests on the fitted dose curve; in most records, active means well fitted curve in the direction sought with a large enough effect; inconclusive means small, poorly fitted or top-dose-only effect, or another doubt; inactive means no such curve, though single readings can be large; an effect the other way counts as inactive or inconclusive.
item	compound	D3 ag	WRN helicase inh	PLK1 PBD block	GLP1R inv ag	IL2 activator	GLP-1R agonist	PI5P4Ka inh	DRD3 antagonist	HEK293 tox
1	CCN(CC)S(=O)(=O)c1cc(NS(=O)(=O)c2cc(Cl)ccc2Cl)ccc1C	2	-30%[57.1 µM]	-13%	?	-0.5	7%	9	-8	3%[1.53 µM]
2	N#Cc1ccc(NC(=O)CSc2cn[nH]n2)cc1	1	-8%	0%	12%	1.1	5%	-3	1	0%
3	Cc1ccc(N(Cc2cc(=O)[nH]c3ccccc23)C(=O)C(C)C)c(C)c1	-7	4%	-6%	-25%	-0.5	12%	-9	10	-13%
4	O=C(NCc1ccncc1)c1cc(F)c(F)cc1Cl	24	-9%	-4%	2%	-1.3	-1%	0	3	2%
5	CC(C)Cn1c(SCC(=O)NCc2ccco2)nnc1-c1ccncc1	6	-8%	-15%	1%	2.4	3%	1	2	3%
6	CC1=CC(C)(C)N(C(=O)CN2C(=O)CCC2=O)c2ccc(C)cc21	3	-13%	0%	2%	-0.8	1%	0	-9	3%
7	COCCCNC(=O)CN1C(=O)/C(=C/c2ccccc2)Sc2ccccc21	-14	5%	5%	?	0.7	2%	-3	-10	9%
8	O=C(O)CN1C(=O)CSc2ccccc21	4	13%	1%	0%	0.7	-4%	1	1	4%
9	CS(=O)(=O)N(CC(=O)Nc1ccc(S(=O)(=O)N2CCCC2)cc1)c1ccccc1F	2	-10%[57.1 µM]	-6%	-1%	-0.8	2%	-6	7	-5%[1.53 µM]
10	CN(C)CC(=O)Nc1ccc(S(N)(=O)=O)cc1	-1	-8%	-5%	3%	-3.6	3%	6	11	4%
11	CN(C(=O)c1cccc(NC(=O)Cc2cccc(NC(=O)C3CCN(C(=O)C4CCCC4)CC3)c2)c1)C1CCC1	-4	-5%	-4%	8%	-0.4	3%	-4	0	1%
12	Cc1ccc(C(=O)Nc2ccccc2[N+](=O)[O-])cc1S(=O)(=O)N1CCOCC1	-7	-11%	-2%	9%	0.7	20%	4	1	2%
13	CCc1noc(C)c1C(=O)Nc1cc(S(=O)(=O)N2CCOCC2)ccc1OCC(F)(F)F	-7	-12%	-13%	42%[activator]	-2.5	15%	5	0	-4%
14	CC(=O)NCC(=O)OCC(=O)c1ccc2ccccc2c1	-2	9%	-5%	-12%	-2.4	-6%	·	13	-4%
15	CC(C)[C@H](NC(=O)c1cccc(S(=O)(=O)N2CCOCC2)c1)C(=O)Nc1nccs1	4	-4%	2%	6%[7.66 µM]	-0.5	0%	1	-2	7%[7.66 µM]
16	O=C(CSc1nnc(-c2cccs2)n1Cc1ccccc1)NCc1ccc2c(c1)OCO2	2	-7%	1%	?	0.3	10%	1	0	-3%
17	COc1cc(/C=C(\C#N)C(=O)NCCc2ccccc2)cc(OC)c1O	1	-6%	36%[activator]	-10%	12	-1%	?	2	-5%
18	Cc1cc(C)cc(N2C(=O)CCN(Cc3ccccc3)C2=O)c1	3	-8%	3%	-25%	-0.3	0%	4	11	-13%
19	Cc1c(C(=O)Oc2cccc3cccnc23)oc2ccccc12	-12	-9%	0%	?	-1.4	0%	9	?	?
20	COc1ccccc1Oc1nc(C)c(C(C)=O)cc1C#N	-7	-6%	-1%	-29%	-0.8	5%	0	-3	?
21	CCC(C)NC(=O)COC(=O)c1cccnc1Nc1ccccc1F (stereo not given)	-2	-31%[57.1 µM]	-9%	9%	0.5	15%	-4	0	-7%
22	COc1ccnc(CS(=O)c2nc3cc(C(O)(F)F)ccc3[nH]2)c1OC (stereo not given)	-11	4%	2%	8%	-5.1	-1%	3	-21	21%
23	O=C(CSc1nnc(NC2CC2)s1)Nc1ccc(N2CCOCC2)cc1	-4	-3%	-14%	17%	0.4	4%	-1	1	0%
24	COCCCNC(=O)CCSc1ccc(C)cc1	8	-3%	-2%	6%	-3.3	0%	-4	13	6%
25	CC(NC(=S)NC1CCCCC1)c1ccc(C(C)(C)C)cc1 (stereo not given)	7	-6%	-9%	?	-0.7	-11%	14	-4	?
26	c1cc2c(nn1)CCc1nonc1-2	-13	-14%	-3%	-3%	-3.0	-2%	7	-28	1%
27	O=C1c2cc(CO)cc(O)c2C(=O)c2c(O[C@@H]3OC(CO)[C@@H](O)[C@@H](O)[C@@H]3O)cccc21 (stereo not given in full)	-24	-11%	-9%	3%	-0.1	0%	-11	-27	2%
28	CCOc1ccccc1N1CCN(S(=O)(=O)c2ccc(Cl)s2)CC1	2	-8%[57.1 µM]	1%	?	-2.2	5%	·	2	4%
29	COc1ccccc1CCNC(=O)C(=O)NCC1OCCN1S(=O)(=O)c1ccc2c(c1)OCCO2 (stereo not given)	-13	3%	-4%	-8%	-2.2	-2%	-7	-14	-8%
30	O=C(COC(=O)c1ccccc1O)NCCC1=CCCCC1	-1	-4%	-2%	-7%	-0.2	13%	4	8	6%

# Overlap with the part before: 2 entries, followed by the next part.
item	compound	D3 ag	WRN helicase inh	PLK1 PBD block	GLP1R inv ag	IL2 activator	GLP-1R agonist	PI5P4Ka inh	DRD3 antagonist	HEK293 tox
29	COc1ccccc1CCNC(=O)C(=O)NCC1OCCN1S(=O)(=O)c1ccc2c(c1)OCCO2 (stereo not given)	-13	3%	-4%	-8%	-2.2	-2%	-7	-14	-8%
30	O=C(COC(=O)c1ccccc1O)NCCC1=CCCCC1	-1	-4%	-2%	-7%	-0.2	13%	4	8	6%
31	CCC(c1nnnn1-c1ccc2c(c1)OCCO2)N1CCN(C(=O)C2CCCO2)CC1 (stereo not given)	2	10%	-7%	8%	0.6	3%	8	40	-1%
32	CCCNc1ncc2c(=O)[nH][nH]c(=O)c2n1	-16	-12%	-8%	3%	0.0	5%	-55*	?	-5%
33	COc1ccc([C@H]2C[C@@H](n3cc(COC(=O)c4ccccc4)nn3)[C@H](O)CN2Cc2cccs2)cc1	6	-2%	4%	6%	2.8	2%	1	-4	-10%
34	CC(C)[C@H](N)C(=O)N1CCC(C(=O)N[C@@H](Cc2ccccc2)C(=O)NCc2ccc(F)cc2)CC1	5	3%	-4%	-4%	-1.0	4%	5	25	-21%
35	CN(C)c1ccc(/C=N/N(CCC#N)C2=NS(=O)(=O)c3ccccc32)cc1	-5	?	?	27%	?	25%	3	-4	50%[activator]
36	O=C(CSc1ccc(-c2ccco2)nn1)Nc1cccc(F)c1	9	-15%	?	-24%	-0.7	6%	-29	6	0%
37	COc1ccc(NS(=O)(=O)NC(=O)c2cn(C)c3ccccc23)cc1	-4	2%	-2%	9%	-0.9	3%	-2	0	-4%
38	CCOc1ccc2[nH]c(=O)c(CN(Cc3nnnn3CCc3ccccc3)CC3CCCO3)cc2c1 (stereo not given)	0	-26%	-6%	30%[activator]	0.1	-3%	5	0	-21%
39	Cc1cc(C)c2cc(C(=O)N3CCC(N4CCCCC4)CC3)[nH]c2c1	-5	3%	-6%	?	-2.2	0%	0	3	-7%
40	Cc1cc(NC(=O)c2noc3c2CCCC3)n(-c2ccccc2)n1	-6	-3%	-2%	26%	-3.2	15%	·	10	4%
41	COC(=O)C1=NN(c2ccccc2)C2(S1)SC(C(C)=O)=C(C)N2c1ccccc1 (stereo not given)	-3	-5%	-7%	?	-2.9	-11%	3	-18	-9%
42	O=C(NCC(=O)N(c1ccccc1)C(C(=O)NCC1CCCO1)c1ccccc1)c1cccs1 (stereo not given)	15	-3%[57.1 µM]	-5%	14%	0.2	6%	-3	9	-5%
43	O=C(CN1CCN(S(=O)(=O)c2cc(C(F)(F)F)ccc2Cl)CC1)N1CCc2ccccc2C1	-2	3%	-12%	?	-0.3	10%	6	-1	8%
44	CCOC(=O)c1c(C)oc2ccc(NS(=O)(=O)c3cccs3)cc12	0	-22%	2%	-3%	-1.3	5%	·	8	-10%

# Nine entries from above, arranged by SMILES length, rising:
item	compound	D3 ag	WRN helicase inh	PLK1 PBD block	GLP1R inv ag	IL2 activator	GLP-1R agonist	PI5P4Ka inh	DRD3 antagonist	HEK293 tox
36	O=C(CSc1ccc(-c2ccco2)nn1)Nc1cccc(F)c1	9	-15%	?	-24%	-0.7	6%	-29	6	0%
44	CCOC(=O)c1c(C)oc2ccc(NS(=O)(=O)c3cccs3)cc12	0	-22%	2%	-3%	-1.3	5%	·	8	-10%
39	Cc1cc(C)c2cc(C(=O)N3CCC(N4CCCCC4)CC3)[nH]c2c1	-5	3%	-6%	?	-2.2	0%	0	3	-7%
35	CN(C)c1ccc(/C=N/N(CCC#N)C2=NS(=O)(=O)c3ccccc32)cc1	-5	?	?	27%	?	25%	3	-4	50%[activator]
31	CCC(c1nnnn1-c1ccc2c(c1)OCCO2)N1CCN(C(=O)C2CCCO2)CC1 (stereo not given)	2	10%	-7%	8%	0.6	3%	8	40	-1%
41	COC(=O)C1=NN(c2ccccc2)C2(S1)SC(C(C)=O)=C(C)N2c1ccccc1 (stereo not given)	-3	-5%	-7%	?	-2.9	-11%	3	-18	-9%
38	CCOc1ccc2[nH]c(=O)c(CN(Cc3nnnn3CCc3ccccc3)CC3CCCO3)cc2c1 (stereo not given)	0	-26%	-6%	30%[activator]	0.1	-3%	5	0	-21%
34	CC(C)[C@H](N)C(=O)N1CCC(C(=O)N[C@@H](Cc2ccccc2)C(=O)NCc2ccc(F)cc2)CC1	5	3%	-4%	-4%	-1.0	4%	5	25	-21%
33	COc1ccc([C@H]2C[C@@H](n3cc(COC(=O)c4ccccc4)nn3)[C@H](O)CN2Cc2cccs2)cc1	6	-2%	4%	6%	2.8	2%	1	-4	-10%
